Compound activity as filed in PubChem BioAssay.
Mcl1-Noxa inh – disrupts binding of human Mcl-1 to Noxa peptide; Q07820; inhibition, % at 21.7 µM; TR-FRET Mcl-1/Noxa peptide binding, 2 h; 220,000 tested, 1.5% active;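 active = compounds that cut the protein-peptide binding signal by more than 50% relative to plate controls in a single-dose test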;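 note: His-tagged Mcl-1 with rhodamine Noxa BH3 peptide and terbium anti-His antibody; 0% = Mcl-1 plus Noxa peptide wells and 100% = peptide-only wells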
Target sequence (Q07820 whole entry, looked up): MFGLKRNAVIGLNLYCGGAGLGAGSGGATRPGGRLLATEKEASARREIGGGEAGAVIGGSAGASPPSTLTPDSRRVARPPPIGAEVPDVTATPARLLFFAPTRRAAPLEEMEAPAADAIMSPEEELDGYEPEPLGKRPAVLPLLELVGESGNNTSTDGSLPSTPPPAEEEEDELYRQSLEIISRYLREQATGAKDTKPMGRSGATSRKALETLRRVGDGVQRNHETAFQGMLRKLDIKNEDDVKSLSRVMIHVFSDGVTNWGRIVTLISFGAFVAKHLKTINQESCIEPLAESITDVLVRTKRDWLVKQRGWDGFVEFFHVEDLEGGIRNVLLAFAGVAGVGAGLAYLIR
Mcl1-Bid inh – Mcl-1/Bid interaction inhibition. 220,000 tested, 0.97% active. TR-FRET Mcl-1/Bid-Dy647 peptide binding, 1536-well. inhibition, % at 21.7 µM. AID 1021;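 active = compounds that cut the binding signal by more than half at the single screening dose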;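 note: His-tagged Mcl-1 with europium anti-His antibody binding Bid BH3 peptide; 0% = Mcl-1 plus peptide wells and 100% = peptide-only wells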
Pf gametocyte – P. falciparum stage V gametocyte viability inhibition; 150,000 tested, 0.065% active; AID 743093; P. falciparum stage V gametocytes, ATP luminescence, 24 h; inhibition, % at 10.9 µM;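 active = inhibition above the mean plus 3 SD of compounds within the control limits, set per campaign, cut at about 38% in these data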;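 note: 0% = DMSO wells and 100% = medium only without gametocytes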
Avidin fluor – avidin bead compound fluorescence profile | Avidin beads, compound fluorescence 488/530 nm, flow cytometry; hits give high values | fluorescence (KMESF) at 10 µM | 220,000 tested, 0.38% active | AID 1775; in the data active = fluorescence above about 47; note: inactives centre near 10
Active calls of the source: *; . = no result given; & = joins results of further samples.

SMILES | Mcl1-Noxa inh | Mcl1-Bid inh | Pf gametocyte | Avidin fluor
COC(=O)C1=C(c2cccc(OCc3ccccc3)c2)C[C@@H]2CC[C@H]1N2C(=O)NCc1ccc(C(C)(C)C)cc1 | . | . | 26 | .
CCCCn1c(=O)c(C(=O)NCc2ccccc2Cl)c(O)c2ccccc21 | . | . | -8 | .
Cn1c(O)c(C=Nc2ccc(F)cc2)c(=O)[nH]c1=O | . | . | -10 | .
COc1ccc(CCNCc2ccsc2)cc1OC | . | . | -16 | .
COC(=O)C1=C(c2cccc(OCc3ccccc3)c2)C[C@@H]2CC[C@H]1N2C(=O)NNCc1ccccc1 | . | . | -3 | .
COC(=O)C1=C(c2ccc(OCc3ccccc3)cc2)C[C@@H]2CC[C@H]1N2C(=O)NCc1ccc(OC)c(OC)c1 | . | . | 1 | .
COc1cccc(CC(=O)N(C)C2CCCN(Cc3ccccc3F)C2)c1 (centres undefined) | . | . | -10 | .
COc1ccc(NC(=O)C2C3CCC(O3)C2C(=O)O)c(OC)c1 (centres undefined) | . | . | -6 | .
COC(=O)C1=C(c2ccc(F)cc2OCc2ccccc2)C[C@@H]2CC[C@H]1N2C(=O)NCc1ccccc1OC | . | . | 8 | .
O=C1CN=C(c2cc([N+](=O)[O-])ccc2Cl)c2cc([N+](=O)[O-])ccc2N1 | . | . | -11 | .
COC(=O)C1=C(c2cccc(OC)c2OC)C[C@@H]2CC[C@H]1N2C(=O)NCCS(C)=O (some centres undefined) | . | . | -23 | .
CN1CCC(=O)N(CCN=[N+]=[N-])CC1 | . | . | -7 | .
O=[N+]([O-])c1cc(Cl)c(O)c(-[n+]2c(-c3ccccc3)cc(-c3ccccc3)cc2-c2ccccc2)c1 | . | . | -1 | .
Cc1c(C=O)c2ccccc2n1Cc1ccccc1 | . | . | 12 | .
O=C1CN(O)C(c2ccccc2)=c2cc(Br)ccc2=N1 | . | . | 10 | .
COC(=O)C1=C(c2cccc(OCc3ccccc3)c2)C[C@@H]2CC[C@H]1N2C(=O)NCc1ccc(OC)c(OC)c1 | . | . | 10 | .
CCC(C(=O)Nc1ccc(Cl)cc1)N1CCCC1=O (centres undefined) | . | . | 2 | .
CCCCCn1c(=O)c(C(=O)Nc2ccccc2N)c(O)c2ccccc21 | . | . | 3 | .
CCCCn1c(=O)c(C(=O)NCc2ccccc2)c(O)c2ccccc21 | . | . | -19 | .
Cc1cccc(CCNCc2cc3cc(C)cc(C)c3[nH]c2=O)c1 | . | . | -5 | .
c1cncc(CNC2CCCCC2)c1 | . | . | 21 | .
CN1[C@H]2CC[C@@H]1C(C(=O)N1CCOCC1)=C(O)C2 | . | . | 7 | .
CCCCCCC(Cl)(Cn1ccnc1)c1ccccc1 (centres undefined) | . | . | -25 | .
COc1ccc(CN2CC=C(c3ccc(F)cc3)CC2)cc1Br | . | . | 6 | .
O=C(Cn1c(NCCCl)nc2ccccc21)c1ccc(Br)cc1 | . | . | -3 | .

Entries of single compounds from above.
`O=[N+]([O-])c1cc(Cl)c(O)c(-[n+]2c(-c3ccccc3)cc(-c3ccccc3)cc2-c2ccccc2)c1` is entered as Mcl1-Noxa inh: .; Mcl1-Bid inh: .; Pf gametocyte: -1; Avidin fluor: .
`COc1ccc(NC(=O)C2C3CCC(O3)C2C(=O)O)c(OC)c1` (centres undefined) is entered as Mcl1-Noxa inh: .; Mcl1-Bid inh: .; Pf gametocyte: -6; Avidin fluor: .
`COc1cccc(CC(=O)N(C)C2CCCN(Cc3ccccc3F)C2)c1` (centres undefined) is entered as Mcl1-Noxa inh: .; Mcl1-Bid inh: .; Pf gametocyte: -10; Avidin fluor: .

Only Mcl1-Bid inh and Pf gametocyte, for 5 of the compounds above:
SMILES	Mcl1-Bid inh	Pf gametocyte
Cc1c(C=O)c2ccccc2n1Cc1ccccc1	.	12
O=C1CN(O)C(c2ccccc2)=c2cc(Br)ccc2=N1	.	10
COC(=O)C1=C(c2cccc(OCc3ccccc3)c2)C[C@@H]2CC[C@H]1N2C(=O)NCc1ccc(OC)c(OC)c1	.	10
CCC(C(=O)Nc1ccc(Cl)cc1)N1CCCC1=O (centres undefined)	.	2
CCCCCn1c(=O)c(C(=O)Nc2ccccc2N)c(O)c2ccccc21	.	3

Next part:
SMILES | Mcl1-Noxa inh | Mcl1-Bid inh | Pf gametocyte | Avidin fluor
CCC(CC)N1CCN(Cc2nc3ccccc3c(=O)n2-c2ccc(F)cc2)CC1 | . | . | 5 | .
COc1cc(C(C)=O)ccc1OC(=O)N(C)c1ccccc1 | . | . | -7 | .
COc1ccc(OCC#CCN2CCNCC2)cc1 | . | . | 7 | .
O=c1[nH]c(O)c(C=Nc2ccc(Cl)c(C(F)(F)F)c2)c(=O)[nH]1 | . | . | 6 | .
CCOP(=O)(Cc1ccccc1)OCC | . | . | -2 | .
CC1CCC2[C@@H](C)C(=O)OC3O[C@]4(C)CCC1C32OO4 (some centres undefined) | . | . | 2 | .
OC1(c2ccccc2)CCNC2CCCCC21 (centres undefined) | . | . | 11 | .
CCN(CC)C(=O)c1ccc(N(Cc2ccccc2)S(C)(=O)=O)cc1 | . | . | 2 | .
O=C(O)CNC1c2ccccc2CSc2ccccc21 (centres undefined) | . | . | 25 | .
COc1ccc(N2CCN(CCCN)CC2)cc1 | . | . | -12 | .
CCOc1cccc(N2C(=O)/C(=C/c3ccco3)C(=O)NC2=S)c1 | . | . | 10 | .
O=c1c2ccccc2nc(/C=C/c2ccc(O)c(O)c2)n1-c1ccccc1 | . | . | -20 | .
COc1ccc(Br)cc1CNCCc1cccc(Cl)c1 | . | . | -16 | .
COc1ccc(F)cc1C(=O)C1CCCN(Cc2ccc(O)cc2)C1 (centres undefined) | . | . | -5 | .
COc1ccc(CNCCc2ccccc2F)c(OC)c1C | . | . | -17 | .
COc1ccccc1-n1c(-c2ccccc2)nc2ccccc2c1=O | . | . | -11 | .
NC(=O)Cn1cc(C(=O)c2ccccc2)c2ccccc21 | . | . | -6 | .
CC1C(c2cccs2)=[N+]([O-])C(C)(C(=O)c2ccc(F)cc2)N1O (centres undefined) | . | . | -26 | .
COC(=O)C1=C(c2ccc(OC)c(OC)c2)C[C@@H]2CC[C@H]1N2C(=O)NCCNC(C)=O | . | . | -17 | .
COC(=O)C1=C(c2ccc(F)cc2OCc2ccccc2)C[C@@H]2CC[C@H]1N2C(=O)NCc1cccc(C(F)(F)F)c1 | . | . | -9 | .
Cc1cc(C)c2c(ccc3cccc[n+]32)c1 | . | . | 12 | .
COc1ccc(-[n+]2c(-c3ccccc3)cc(-c3ccccc3)cc2-c2ccccc2)cc1 | . | . | 2 | .
CCOC(=O)[C@]12Cc3ccsc3[C@H]1N(Cc1ccccc1)C(=O)c1ccccc12 | . | . | -16 | .
CCN(CC)c1ccc(N=Cc2c(O)[nH]c(=O)[nH]c2=O)cc1 | . | . | 2 | .
Cc1ccc(-c2cc(-c3ccccc3)cc(-c3ccccc3)[n+]2-c2ccccc2)cc1 | . | . | 12 | .

Grouped by structure, the compounds so far with a thiophene ring, fused or not.
SMILES | Mcl1-Noxa inh | Mcl1-Bid inh | Pf gametocyte | Avidin fluor
COc1ccc(CCNCc2ccsc2)cc1OC | . | . | -16 | .
CC1C(c2cccs2)=[N+]([O-])C(C)(C(=O)c2ccc(F)cc2)N1O (centres undefined) | . | . | -26 | .
CCOC(=O)[C@]12Cc3ccsc3[C@H]1N(Cc1ccccc1)C(=O)c1ccccc12 | . | . | -16 | .

(more compounds)
SMILES | Mcl1-Noxa inh | Mcl1-Bid inh | Pf gametocyte | Avidin fluor
Cc1ccccc1-n1c(O)c(/C=N/NC(=O)c2ccccc2O)c(=O)[nH]c1=S | -60 | -250 | 13 | 6
CCCCn1c(O)c(C(C)=NCCc2c[nH]c3ccccc23)c(=O)[nH]c1=O | 26 | -77 | 2 | 4
O=c1c2ccccc2[nH]c(=S)n1-c1ccc2c(c1)OCCO2 | 7 | -95 | -1 | 7
CN1CCN(/N=C/c2c[nH]c3ccccc23)CC1 | 19 | -117 | -9 | 11
Cc1ccc(-n2c(O)c(/C=N/Nc3ccccc3)c(=O)[nH]c2=O)cc1C | 19 | -33 | 12 | 4
CC1CN(c2ccc([N+](=O)[O-])c(N3CCCCC3)c2)CCN1 (centres undefined) | 5 | -34 | -6 | 8
O=c1[nH]c(=S)n(C2CC2)c(O)c1C=NCCc1ccccc1 | -2 | -22 | 9 | 7
O=C1OCc2cc(N=Nc3c(O)[nH]c(=O)[nH]c3=O)ccc21 | -7 | -6 | -9 | 7
CC(C)c1ccc(-n2c(O)c(/C=N/N3CCOCC3)c(=O)[nH]c2=S)cc1 | 4 | -63 | 15 | 7
O=c1[nH]c(=O)n(-c2cccc3ccccc23)c(O)c1/C=N/N1CCCCCC1 | 8 | -101 | -15 | 5
CCn1c(O)c(C=NCCN2CCOCC2)c(=O)[nH]c1=S | -8 | -4 | 0 | 6
CCOC(=O)[C@]1(C#N)[C@@H]2C=CC(C(N)=O)=CN2[C@@H](C(N)=O)[C@@H]1c1ccc(F)cc1 | -13 | -56 | -5 | 7
CC1CCCCN1Cc1c[nH]c2ccccc12 (centres undefined) | 13 | -52 | -14 | 4
CCC1C2Cn3c(nc4ccccc43)C1N(C)O2 (centres undefined) | 8 | -22 | -7 | 11
Cc1ccc(OCCn2cccc2/C=C2/C(=O)NC(=O)N(Cc3ccco3)C2=O)cc1 | 2 | -30 | -9 | 9
O=c1[nH]c(=S)n(C2CC2)c(O)c1C=Nc1ccc2c(c1)OCO2 | 4 | -52 | 1 | 8
O=c1[nH]c(=S)n(C2CC2)c(O)c1C=NCC1CCCO1 (centres undefined) | 0 | -29 | -3 | 10
CCOc1cc(/C=C2\C(=O)NC(=O)N(CCc3ccc(F)cc3)C2=O)ccc1O | -2 | -75 | -8 | 10
CNC(=O)O/N=C/c1nn(C(=O)C(C)(C)C)cc1Br | 4 | -17 | 9 | 6
O=C(Nc1nccs1)c1c(O)c2c(n(Cc3ccco3)c1=O)CCCC2 | 14 | -8 | -28 | 6
COc1ccc2c(c1O)[C@]13CCN(C)[C@H](C2)[C@@H]1CCC(=O)C3 | 6 | -17 | -8 | 8
c1cc(CCN2CCCC2)ccn1 | -2 | -9 | -2 | 8
O=CC(Cl)P(=O)(N1CCOCC1)N1CCOCC1 (centres undefined) | 9 | -77 | -8 | 7
CC(C)(C)N1C(=O)NC(=O)/C(=C\c2ccc3c(c2)CCN3CCCCl)C1=O | 24 | -54 | -14 | 8
Cc1ccccc1-n1c(O)c(C(c2ccncc2)c2c(O)n(-c3ccccc3C)c(=O)[nH]c2=O)c(=O)[nH]c1=O | 6&15 | -32&-77 | 12&16 | 7&6

Continuation:
SMILES | Mcl1-Noxa inh | Mcl1-Bid inh | Pf gametocyte | Avidin fluor
CC1=C(C(=O)O)N2C(=O)C(NC(=O)Cc3ccccc3)C2SC1 (centres undefined) | 27 | -69 | -21 | 8
COCCCn1c(N)c(C(=O)Nc2ccccc2)c2nc3ccccc3nc21 | 16 | 22 | -2 | 5
c1ccc2c(CN3CCCCC3)c[nH]c2c1 | -24 | -7 | 24 | 8
CCC(=NCc1cccnc1)c1c(O)n(-c2ccccc2)c(=O)[nH]c1=O | 8 | 6 | 1 | 8
CC/C(=N\NC(N)=O)c1c(O)[nH]c(=O)[nH]c1=O | -5 | -28 | 14 | 7
O=C1NC(=O)N(Cc2ccc(F)cc2)C(=O)/C1=C\c1ccc(N2CCCC2)cc1 | 35 | -35 | 7 | 9
Cn1c(O)c(C=NCCN2CCOCC2)c(=O)[nH]c1=S | -1 | -20 | 10 | 14
Cn1nnc(CC[N+](C)(C)C)n1 | -4 | -8 | 6 | 9
CC(C)n1c(O)c(C=NCc2ccccc2)c(=O)[nH]c1=S | -11 | -20 | 21 | 7
CCOC(=O)C1=C(N)OC2=C(C(=O)CCC2)C12C(=O)N(C)c1ccccc12 (centres undefined) | -33 | -14 | -2 | 7
O=c1[nH]c(=S)n(C2CCCCC2)c(O)c1/C=N/N1CCOCC1 | -10 | -43 | 14 | 6
CCOP(=O)(OCC)C(Cc1ccccc1)NC(C)=O (centres undefined) | -13 | -6 | 11 | 8
CCCCCOc1ccc(C)cc1CN(CCCl)CCCl | 34 | 19 | 4 | 6
O=C(c1cccnc1)C1CCCN(Cc2nc(-c3cnccn3)no2)C1 (centres undefined) | -17 | -8 | -23 | 6
CC(=NCc1ccc2c(c1)OCO2)c1c(O)n(Cc2ccccc2)c(=O)[nH]c1=O | 3 | -37 | -19 | 3
CCc1ccc(NC(=O)CN2CC(c3ccccc3)CC2=O)cc1 (centres undefined) | 3 | -32 | 12 | 7

This is a subset; the hit share may differ from the screen's.
